PNC inhibitor: perinucleolar compartment assembly inhibition. 140,000 compounds, 3.1% hits. PC3M PTB-GFP, PNC prevalence imaging, 16 h; active compounds read low. activity change (PNC), negative = inhibition, % at 10 µM;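 active means readout at or below -70, meaning at least 70% loss of cells showing the perinucleolar compartment, a nuclear body marking cancer cells; inconclusive means readout between -30 and a set limit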;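 further: plate controls were DMSO wells for no effect and camptothecin positive control wells for full effect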
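Compounds are pinned in duplicate onto adhered PC3M cells stably expressing GFP-tagged PTB and incubated 16 h at 37 C. Cells are then fixed, nuclei stained with Hoechst, and PNC-positive cells counted.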
15-hLO-2 inh: 15-hLO-2 (ALOX15B) enzyme inhibition; O15296; purified 15hLO-2, xylenol orange hydroperoxide absorbance; Potency, µM (highest dose often 57.1 µM), inactives show at the highest dose activity change, negative = inhibition, usual class: inhibitors; 110,000 compounds, 0.56% hits; AID 881; further: potency means the concentration at half of the fitted maximal effect; nearly all actives have a fitted effect of over 60% in size; many of its hits are not listed in these tables
Target sequence (O15296 whole entry, looked up): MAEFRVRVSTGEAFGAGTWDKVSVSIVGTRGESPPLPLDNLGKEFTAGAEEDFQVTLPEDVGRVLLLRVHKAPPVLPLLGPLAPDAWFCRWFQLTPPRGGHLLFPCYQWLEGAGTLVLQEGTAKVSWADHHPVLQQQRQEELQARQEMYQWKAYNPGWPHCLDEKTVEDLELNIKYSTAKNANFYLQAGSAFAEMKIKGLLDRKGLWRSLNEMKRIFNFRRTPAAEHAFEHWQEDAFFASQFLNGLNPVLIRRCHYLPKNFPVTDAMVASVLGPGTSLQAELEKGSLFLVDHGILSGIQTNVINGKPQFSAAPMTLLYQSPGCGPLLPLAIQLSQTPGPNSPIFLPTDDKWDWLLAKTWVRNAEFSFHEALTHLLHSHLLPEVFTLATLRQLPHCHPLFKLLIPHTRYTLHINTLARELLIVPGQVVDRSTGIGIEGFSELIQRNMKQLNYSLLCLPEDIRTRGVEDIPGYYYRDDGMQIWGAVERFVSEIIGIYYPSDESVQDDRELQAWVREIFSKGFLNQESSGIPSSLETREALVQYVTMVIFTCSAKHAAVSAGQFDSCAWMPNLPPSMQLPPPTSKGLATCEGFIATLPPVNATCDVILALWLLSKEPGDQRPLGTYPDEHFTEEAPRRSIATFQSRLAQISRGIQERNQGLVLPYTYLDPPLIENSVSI
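Screening format was qHTS against 50 nM purified 15hLO-2 in Hepes pH 7.5 with detergent. Activity follows hydroperoxide formation from 45 uM arachidonic acid, measured as 573:405 nm absorbance ratio of the ferric-xylenol orange complex.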
ALOX12 inhib: inhibitors of human 12-lipoxygenase (ALOX12). AID 1452. purified 12-hLO, xylenol orange hydroperoxide absorbance. Potency, µM (top dose mostly 57.1 µM), for inactives: at the highest dose activity change, negative = inhibition, most hits filed as inhibitors. 150,000 compounds, 0.12% hits. P18054; further: potency means the concentration at half of the fitted maximal effect; nearly all actives have a fitted effect of over 55% in size; many of its hits are not listed in these tables
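Lipoxygenase turnover measured by absorbance at 573 and 405 nm after Fe-XO development. Human 12hLO 150 nM, arachidonate 40 uM, pH 7.0 Hepes buffer with detergent; 15 min compound preincubation, 30 min reaction.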
IMPase inh: IMPase inhibition in cells; CHO-M1 cells, IP1 accumulation, HTRF TR-FRET ratio; 120,000 tested, under 10 active; inhibition (IP1 accumulation), % at 46.1 µM; active means well fitted curve in the direction sought with a large enough effect in the signal ratio, not every such curve was filed as active; inconclusive means small, poorly fitted or top-dose-only effect, or a change in a side signal; inactive means no such curve, though single readings can be large or run the other way; the % refers to the signal ratio;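 further: cells stimulated with carbachol in lithium chloride buffer; plate controls were DMSO basal wells for no effect and reference inhibitor wells for full effect; higher means more IMPase inhibition seen as more IP1 and lower FRET ratio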
Target sequence (P97697 whole entry, looked up): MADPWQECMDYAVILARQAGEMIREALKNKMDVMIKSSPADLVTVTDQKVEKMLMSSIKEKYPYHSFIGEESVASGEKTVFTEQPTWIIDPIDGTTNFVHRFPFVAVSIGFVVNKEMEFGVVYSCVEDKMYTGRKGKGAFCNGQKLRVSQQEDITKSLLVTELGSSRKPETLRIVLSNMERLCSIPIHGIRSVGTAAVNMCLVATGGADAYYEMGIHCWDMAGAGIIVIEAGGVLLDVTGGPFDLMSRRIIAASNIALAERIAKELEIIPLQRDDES
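The IP-One HTRF competitive assay in carbachol-stimulated CHO-M1 cells quantifies cellular IP1. Compounds spanned up to 46 uM final, and activity is expressed as AC50 from concentration-response fits of the ratio and donor data.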
* marks the source's active call; other numbers are inactive results; u = inconclusive; x = no result given; & = joins results of further samples; [ ] = another dose, or the depositor's remark. Unless noted, the call rests on the fitted dose curve; in most records, active means well fitted curve in the direction sought with a large enough effect; inconclusive means small, poorly fitted or top-dose-only effect, or another doubt; inactive means no such curve, though single readings can be large; an effect the other way counts as inactive or inconclusive. Unless noted, on the % scale 0 is the no-effect control and ±100 the full control effect. Some of the compounds tested; the hit share may differ from the screen's.

no.	canonical_smiles	IMPase inh	15-hLO-2 inh
1	CC(=O)N(Cc1ccco1)C1(C(=O)NC2CCCCC2)CCCCC1	2.0	2.4%
2	CO/N=C(/CS(=O)(=O)c1ccc(Br)cc1)c1ccc(OC)cc1	2.6	-6.2%
3	CCc1cccc2c1NC(=O)C21N2CCCC2C(C(=O)c2ccc3ccccc3c2)C12C(=O)Nc1ccccc12 (stereo not given)	14.2	x
4	Cc1c(NC(=O)c2cc(-c3cccs3)on2)c(=O)n(-c2ccccc2)n1C	u	-18.1%
5	CCC1=C(OC(=O)N(CC)CC)N2C(=O)OC(=NCc3ccccc3)[C@]2(C)[C@H]2C1=CC[C@H]1C(=O)NC(=O)[C@H]12	x	-3.5%
6	CCN(CC)CCn1c(=N)n(CCOc2ccccc2)c2ccccc21	8.9	46.0%[activator]
7	N#Cc1c(NCCCO)nc(NCc2ccccc2)c2c1CCN(Cc1ccccc1)C2	4.1	34.6%[activator]
8	O=C1Nc2ccccc2C(O)(C(=O)N2CCCCC2)N1c1ccccc1 (stereo not given)	1.0	-7.6%
9	Cc1ccnc(NC(=O)Cn2ccc([N+](=O)[O-])n2)c1	x	x
10	Cc1sc2ncnc(NCCN3CCOCC3)c2c1C	5.0	-11.5%
11	O=C1C=C(NCc2ccccc2)C2(CCCCC2)O1	4.6	7.6%
12	O=C(NC(=S)N1CCOCC1)c1ccc([N+](=O)[O-])cc1	-4.9	x

no.	ALOX12 inhib	PNC inhibitor
1	-4.4%	u
2	-1.9%	7.8
3	-5.0%	-3.8
4	-8.5%	u
5	2.6%	x
6	9.4%	4.7
7	-24.2%	u
8	-1.6%	26.7
9	-2.7%	4.7
10	0.8%	u
11	-5.2%	5.0
12	2.0%	-27.3

Carrying on.
no.	canonical_smiles	IMPase inh	15-hLO-2 inh
13	O=C(NCC1CCCO1)C1CCCN(S(=O)(=O)c2cccc3nsnc23)C1 (stereo not given)	4.2	-3.8%
14	CC(C)(C)c1cc(CCC(=O)N2CCNCC2)c(C(C)(C)C)cc1O	3.8	12.7%
15	CC(/C=N/NC(=O)c1ccncc1)=C\c1ccc(C(C)C)cc1	-0.2	2.8%
16	COc1cc(/C=c2\sc3nc(-c4ccncc4)nn3c2=O)ccc1OC(C)=O	u	-18.3%
17	CCOC(=O)N1CCN(S(=O)(=O)c2ccc(C(=O)Nc3nnc(C)o3)cc2)CC1	x	x
18	O=C(NCc1ccco1)c1cc2ccccc2o1	-4.9	4.1%
19	COCCNC(=O)CN1C(=O)CSc2ncccc21	-19.9	x
20	CC(=O)c1cnc2nc(C(F)(F)F)nn2c1C	5.4	-4.0%
21	COC(=O)C(CCSC)NC(=O)CNS(=O)(=O)c1ccc(Cl)cc1 (stereo not given)	0.7	x
22	COc1ccc(C2c3c(ccc4ccccc34)Oc3ncn4nc(-c5ccco5)nc4c32)cc1 (stereo not given)	-8.0	x
23	O=C(CSc1nnnn1-c1ccc(F)cc1)Nc1nc2ccccc2s1	5.6	-9.2%
24	CCc1ccc(C(=O)CN2C(=O)C(C)N(c3ccc(C)cc3)C2=O)cc1 (stereo not given)	x	x

no.	ALOX12 inhib	PNC inhibitor
13	-4.7%	-12.9
14	-16.1%	12.7
15	-8.0%	u
16	-15.2%	5.2
17	-0.9%	17.6
18	-2.1%	2.2
19	2.3%	u
20	-3.7%	50.9
21	-2.8%	40.8
22	-8.9%	4.3
23	-2.8%	16.3
24	-3.6%	5.5

Continuation.
no.	canonical_smiles	IMPase inh	15-hLO-2 inh
25	Cc1onc(-c2ccccc2)c1C(=O)Oc1cccnc1	-8.2	3.6%
26	CCCCOC(=O)C(C)Nc1n[nH]c(=S)[nH]c1=O (stereo not given)	-13.3	-8.4%
27	CC1(C)Cc2nc3nc(SCC(=O)NCc4ccccc4)n(-c4ccccc4)c(=O)c3cc2CO1	3.3	-23.1%
28	Cc1ccc(C)c(N=C2NC(=O)CS2)c1	15.8	-0.8%
29	COc1ccc(OC)c(C2/C(=C(/O)c3ccccc3)C(=O)C(=O)N2Cc2ccco2)c1 (stereo not given)	-1.4	x
30	NC(=O)C1CCN(C(=O)CN2CCCc3ccccc32)CC1	8.4	-6.8%
31	Cc1ccc(C)n1-n1c(C)nc2scc(-c3ccccc3)c2c1=O	-1.2	3.3%
32	Cc1ccccc1C(=O)O	x	-10.9%
33	CCN(CC(=O)O)C(=O)c1cccnc1	x	2.4%[11.4 µM]
34	COc1ccc(C(C(=O)NC(C)(C)C)N(C(=O)CNC(=O)c2cccs2)c2ccc(C(C)C)cc2)cc1OC (stereo not given)	0.9	x
35	O=c1cc(CSc2nnc(COc3ccccc3)o2)c2ccccc2[nH]1	3.4	5.3%
36	COc1ccc(C(=O)CN(C(=O)c2ccc(Cl)cc2)N2C(=O)C3CCCCC3C2=O)cc1 (stereo not given)	0.1	-0.7%

no.	ALOX12 inhib	PNC inhibitor
25	-2.7%	u
26	-1.9%	20.9
27	-1.2%	99.4
28	-2.6%	u
29	5.5%	-17.9
30	-1.3%	-2.1
31	1.8%	32.8
32	2.0%	x
33	2.4%[11.4 µM]	x
34	-2.4%	99.9
35	-0.8%	u
36	-5.9%	25.4

More records
no.	canonical_smiles	IMPase inh	15-hLO-2 inh
37	COc1ccccc1NC(=O)CSc1nnc(-c2ccco2)n1Cc1ccco1	9.0	-1.3%
38	CC(C)(O)C#Cc1ccc(C(=O)N2CCN(c3ccccc3)CC2)cc1	x	x
39	COc1ccc(Cl)cc1-n1c(C)ccc1C	x	x
40	O=S(=O)(NC1CCCCC1Oc1ccccc1)c1ccccc1 (stereo not given)	-3.8	x
41	CCn1c(NC(=O)c2ccco2)c(-c2ccccc2Cl)c(=O)c2ccccc21	2.6	-2.1%
42	CCOC(=O)C1=C(c2ccccc2)Nc2ncnn2C1c1cc(OC)ccc1OC (stereo not given)	-1.1	10.4%
43	CCn1c(SCc2ccc(C)cc2)nnc1-c1nn(-c2ccccc2)ccc1=O	5.1	46.7%[activator]
44	CC(NC(=O)CCOc1ccccc1)c1ccccc1 (stereo not given)	3.9	5.9%
45	Cc1ccc(C(O)c2cccnc2)o1 (stereo not given)	-3.6	-2.0%
46	N/C(=N\OC(=O)c1ccccc1Cl)c1ccccn1	3.4	-7.4%
47	COc1ccc(C2=CC(c3ccc(C)cc3)n3nnnc3N2)cc1 (stereo not given)	-11.1	-20.3%
48	COC(=O)Nc1nc2ccc(SC(C)C)cc2[nH]1	0.5[20.6 µM]	15.0%[25.6 µM]

no.	ALOX12 inhib	PNC inhibitor
37	-4.8%	-12.1
38	3.8%	u
39	2.1%	37.0
40	-2.2%	-25.7
41	2.3%	30.5
42	1.3%	-25.4
43	14.9%	-19.1
44	-4.8%	u
45	-5.1%	-3.7
46	-3.3%	-7.7
47	-14.4%	-1.2
48	-0.6%[25.6 µM]	x

(cont.)
no.	canonical_smiles	IMPase inh	15-hLO-2 inh
49	c1ccc2nc3c(nc2c1)sc1nc2ccccc2n13	-0.1	-3.9%
50	CCOC(=O)c1cn(CC(=O)Nc2ccc(C(C)C)cc2)nn1	-9.5	-5.0%
51	Cc1ccc(-c2cc(C(=O)NCCCn3ccnc3)c3ccccc3n2)s1	x	x
52	S=C(c1ccc(N2CCCC2)cc1)N1CCCCC1	9.9	-28.4%
53	O=C(c1ccccc1)C1CCc2occc2C1=O (stereo not given)	2.7	-4.4%
54	Cc1cccc(NC(=O)C2C(C(=O)O)C3C=CC2C32CC2)c1C (stereo not given)	4.9	1.7%
55	O=C(CSc1ccc(Cl)cc1)NC1CCCc2ccccc21 (stereo not given)	x	x
56	O=C(Nc1ccc(C(=O)N2CCCCC2)cc1)c1ccc(Br)cc1	9.1	4.7%
57	C[C@@H]1C=C[C@](Cc2ccccc2)(C(=O)NCCc2c[nH]c3ccccc23)N1C(=O)c1ccccc1	x	-16.8%
58	CCN(CC)c1ccc(/C=N/Nc2nc(C)cc(=O)[nH]2)cc1	u	24.9%
59	NC(=O)/C(=C\c1ccncc1)c1cccc2ccccc12	x	-6.3%[11.4 µM]
60	Cc1cc(C)c2c(c1)/C(=N/NC(=S)Nc1ccc(F)cc1)CCC2	-5.6	-22.2%

no.	ALOX12 inhib	PNC inhibitor
49	1.1%	-14.0
50	-3.4%	-21.9
51	-0.2%	u
52	-7.1%	12.3
53	-1.2%	u
54	5.7%	u
55	-3.1%	3.0
56	-5.0%	42.7
57	-7.3%&-4.3%	45.8
58	-8.5%	-6.0
59	2.3%[11.4 µM]	x
60	-9.8%	5.8

Going on with the list:
no.	canonical_smiles	IMPase inh	15-hLO-2 inh
61	COc1ccc(Cl)cc1C(=O)NCC#N	-3.0	2.5%
62	O=c1cc(CO)oc(CN2CCN(c3cccc(C(F)(F)F)c3)CC2)c1O	-4.5	1.5%
63	CC1(C)CC(=O)C2=C(C1)N(c1ccc(F)cc1)C(=O)C2(NC(=O)c1ccccc1)C(F)(F)F (stereo not given)	x	x
64	O=C1CN(C(=O)COC(=O)c2ccccc2NC(=O)c2ccco2)c2ccccc2N1	-2.3	-8.3%
65	COc1ccccc1N(O)C1CC(=O)N(c2ccc(Br)cc2)C1=O (stereo not given)	1.1	u
66	CCCCc1ccc(NS(=O)(=O)N(C)C)cc1	-4.0	-4.0%
67	COc1ccc(OCCNS(=O)(=O)c2ccccc2)cc1	-10.3	2.1%
68	COc1cccc(N2CCN(C(=O)Nc3ccc4c(c3)NC(=O)CO4)CC2)c1	6.1	x
69	CCOc1ccc2nc(NC(=O)c3c([N+](=O)[O-])cnn3CC)sc2c1	x	x
70	COC(=O)NCc1ccc2c(c1)OCO2	7.2	0.1%
71	CCOC(=O)c1c(NC(=O)CN2CCCCC2)sc2c1CCCC2O (stereo not given)	-4.5	-2.6%
72	Cc1ccc(OCC(=O)c2ccc3c(c2)CCCC3)cc1C	-1.1	-5.2%

no.	ALOX12 inhib	PNC inhibitor
61	0.7%	-11.9
62	4.3%	u
63	0.7%	-13.5
64	-2.3%	-9.0
65	u	u
66	-7.7%	28.0
67	-2.7%	1.5
68	-0.1%	34.0
69	2.3%	15.1
70	10.3%	u
71	3.1%	u
72	-5.4%	63.3

Next section.
no.	canonical_smiles	IMPase inh	15-hLO-2 inh
73	Cc1cc(C)cc(N(C(=O)Cn2nnc(-c3ccccc3)n2)C(C(=O)NC2CCCCC2)c2ccccn2)c1 (stereo not given)	x	x
74	CSc1nc2c(c(C(F)(F)F)n1)CC(C)CC2 (stereo not given)	3.9	-3.3%
75	O=C(CSc1ccc(-c2ccc(F)cc2)nn1)NCc1ccco1	2.2	x
76	C=CCc1cccc(C2Nc3ccccc3C(=O)N2O)c1O (stereo not given)	11.0	-23.7%
77	O=S(=O)(c1cccc(Cl)c1)N1CCCC1	24.8	2.9%
78	Cc1ccc(C(C)C)c(OCCCN2CC(C)OC(C)C2)c1 (stereo not given)	5.4	12.1%[2.29 µM]
79	CCOC(=O)C(Sc1ncc(C#N)c(N)n1)C(C)C (stereo not given)	-3.9	-4.6%

no.	ALOX12 inhib	PNC inhibitor
73	0.3%	-7.2
74	1.5%	u
75	-3.9%	39.1
76	u	2.2
77	4.2%	36.9
78	-21.7%	u
79	-14.4%	u

Arranged by length of the SMILES (ascending): 4 of the compounds above.
no.	canonical_smiles	IMPase inh	15-hLO-2 inh
77	O=S(=O)(c1cccc(Cl)c1)N1CCCC1	24.8	2.9%
79	CCOC(=O)C(Sc1ncc(C#N)c(N)n1)C(C)C (stereo not given)	-3.9	-4.6%
75	O=C(CSc1ccc(-c2ccc(F)cc2)nn1)NCc1ccco1	2.2	x
73	Cc1cc(C)cc(N(C(=O)Cn2nnc(-c3ccccc3)n2)C(C(=O)NC2CCCCC2)c2ccccn2)c1 (stereo not given)	x	x

no.	ALOX12 inhib	PNC inhibitor
77	4.2%	36.9
79	-14.4%	u
75	-3.9%	39.1
73	0.3%	-7.2
